DUSP3 inh – inhibitors of human VHR1 phosphatase (DUSP3). P51452. recombinant VHR phosphatase, pNPP absorbance. inhibition, % at 13.3 µM. 290,000 tested, 0.52% active; in the data active means inhibition above about 50%; further: some compounds called inactive have numbers as strong as hits
Target sequence (P51452 whole entry, looked up): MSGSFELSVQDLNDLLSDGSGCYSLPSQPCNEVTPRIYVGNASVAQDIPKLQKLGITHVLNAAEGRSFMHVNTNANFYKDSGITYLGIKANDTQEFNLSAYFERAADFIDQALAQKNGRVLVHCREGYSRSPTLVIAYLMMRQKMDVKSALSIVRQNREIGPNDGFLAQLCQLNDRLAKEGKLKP
UGM FP inh – blocks M. tuberculosis UGM enzyme; P9WIQ1; purified UGM, fluorescence polarization probe displacement; inhibition, % at 10 µM; 320,000 tested, 0.06% active; AID 504406; in the data active means inhibition above about 10%, passing the limit was not always enough
Target sequence (P9WIQ1 whole entry, looked up): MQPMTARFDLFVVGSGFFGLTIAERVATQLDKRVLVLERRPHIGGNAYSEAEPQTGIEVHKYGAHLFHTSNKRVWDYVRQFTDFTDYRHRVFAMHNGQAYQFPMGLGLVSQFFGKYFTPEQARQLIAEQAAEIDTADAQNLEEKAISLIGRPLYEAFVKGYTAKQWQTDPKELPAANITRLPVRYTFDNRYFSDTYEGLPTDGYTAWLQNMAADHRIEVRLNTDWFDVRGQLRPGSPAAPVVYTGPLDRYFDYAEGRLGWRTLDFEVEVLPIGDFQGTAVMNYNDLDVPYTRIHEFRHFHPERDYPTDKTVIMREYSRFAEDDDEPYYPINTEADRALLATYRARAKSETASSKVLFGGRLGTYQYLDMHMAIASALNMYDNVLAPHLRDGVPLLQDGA
MazEF act – increases E. coli MazEF RNase cleavage of RNA. 350,000 tested, 0.32% active. activation, % at 20 µM. FAM/BHQ RNA-DNA oligo cleavage fluorescence, 5 h. P0AE70; in the data active means activation above about 50%
Target sequence (P0AE70 whole entry, looked up): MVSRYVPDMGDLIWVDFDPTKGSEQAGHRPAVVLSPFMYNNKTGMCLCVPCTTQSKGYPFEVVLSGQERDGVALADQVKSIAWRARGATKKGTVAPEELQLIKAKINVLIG
Rv3671c inh – inhibits the M. tuberculosis serine protease Rv3671c. P9WHR9. inhibition, % at 5.96 µM. 320,000 tested, 0.048% active. AID 2606; in the data active means inhibition above about 38%;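 further: extracellular domain of Rv3671c used as enzyme; 0% = enzyme with DMSO and 100% = no enzyme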
* hit, by the source's call; . = no result given.

Molecule | DUSP3 inh | UGM FP inh | MazEF act | Rv3671c inh
N=C1/C(=C/c2cccn2-c2cccc([N+](=O)[O-])c2)C(=O)N=C2SC=CN12 | 0 | . | . | 1
O=C(c1cc2c(=O)n3ccccc3nc2s1)N1CCc2ccccc2C1 | 10 | . | . | -10
CCN1C[C@@H]2[C@@H]3C(=O)N(C)C(=O)[C@@H]3[C@](CC)(C1=O)N2C(=O)c1ccc(C(F)(F)F)cc1 | . | . | -2 | .
CC[C@]12C(=O)N(C)C[C@H]([C@@H]3C(=O)N(Cc4ccccc4)C(=O)[C@@H]31)N2C(=O)c1ccc(C(F)(F)F)cc1 | . | . | -1 | .
O=[N+]([O-])c1cc(-c2ccc([As](=O)(O)O)cc2)ccc1[As](=O)(O)O | 13 | -0.8 | . | .
O=[N+]([O-])c1cc(CN2CCOCC2)c2cccnc2c1O | -11 | . | 2 | .
Cc1cc(C(=O)O)ccc1-n1c(C)ccc1C | . | 0.7 | . | 1
COc1ccc(OC)c2sc(N(CCCN(C)C)C(=O)c3ccc(S(=O)(=O)N4CCc5ccccc5C4)cc3)nc12 | . | 0.2 | . | -2
CCOC(=O)c1c2c(n(C)c1COC)C(=O)C(=O)c1ccc(Br)cc1-2 | . | 3.0 | . | -42
C[C@]12CCC(=O)C[C@H]1CC[C@@H]1[C@@H]2CC[C@]2(C)[C@@H](O)CC[C@@H]12 | . | -0.2 | . | -9
COc1ccc2nc(Nc3nc(CSc4nc5ccccc5s4)cc(=O)[nH]3)nc(C)c2c1 | . | 1.4 | . | -21
Cn1c(N)c(C(=O)COC(=O)c2cc(-c3ccccc3)nc3ccccc23)c(=O)n(C)c1=O | . | 1.3 | . | -3
CC(C)[C@@]1(c2ccc(Cl)cc2)ON(c2ccccc2C(F)(F)F)C1=O | . | 1.7 | . | 1
CCOC(=O)C1=C(C)NC(C)=C(C(=O)OCC)C1c1ccccc1/C=C/C(=O)OC(C)(C)C | . | -2.0 | . | -3
CC1(C)O[C@@H]2[C@H](O1)[C@@H](COS(=O)(=O)O)O[C@H]2n1cnc2c(N)ncnc21 | . | 5.5 | . | -4
C[C@H]1[C@@H](OC(=O)CCC(=O)O)O[C@@H]2OC3(C)CC[C@H]4[C@H](C)CC[C@@H]1[C@@]24OO3 | . | 2.2 | . | -4
COc1ccnc(CS(=O)c2nc3cc(OC(F)F)ccc3[nH]2)c1OC (configuration not stated) | . | -3.6 | . | 1
COC(=O)CCCC1=CC2=CC(=O)C(C)(OC(=O)c3ccc(Cl)nc3)C(=O)C2=CO1 (configuration not stated) | . | 0.3 | . | 11
CCCCC1=CC2=CC(=O)C(C)(OC(=O)c3ccc(Cl)nc3)C(=O)C2=CO1 (configuration not stated) | . | -0.3 | . | 11
CCC/C=C(\CCC)C(NC(=O)c1ccc(C(F)(F)F)cc1)c1ccccc1 (configuration not stated) | . | -0.3 | . | -18
CN1CCN(S(=O)(=O)c2ccc(N(C)CC(=O)Nc3ccc(F)cc3)nc2)CC1 | . | 0.2 | . | -3
Cc1nn2c(=O)nc3sc4c(c3c2[nH]c1=O)CCCC4 | . | 1.0 | . | -1
COc1ccc(-c2nn(C)c(=O)c3ccccc23)cc1CNC(=O)CN1CCOCC1 | . | 1.4 | . | 2
O=C1N[C@@H](Cc2cn(S(=O)(=O)c3c(F)c(F)c(F)c(F)c3F)c3ccccc23)C(=O)N[C@H]1Cc1ccccc1 | . | -1.2 | . | -9
COC/C=C/C1=CC2=CC(=O)C(C)(O)C(=O)C2=CO1 (configuration not stated) | . | -3.1 | . | 6
C#CCOCCOCCOCCNc1nc(N2CCN(C(=O)CCCCCCCCCCNC(=O)[C@H]([C@@H](C)CC)n3cc(CCCCCN)nn3)CC2)nc(N2CCN(C(=O)CCCCCCCCCCNC(=O)[C@@H]([C@H](C)CC)n3cc(CCCCCN)nn3)CC2)n1 | . | 0.4 | . | -10
Nc1nc2c(ncn2CCC(CO)CO)c(=O)[nH]1 | . | 2.1 | . | 1
COC(=O)CCC(=O)OC1(C)C(=O)C=C2C=C(C3CC3)N(c3ccc(CO)cc3)C=C2C1=O (configuration not stated) | . | 0.1 | . | 1
CC1(OC(=O)c2cccs2)C(=O)C=C2C=C(c3ccsc3)OC=C2C1=O (configuration not stated) | . | 0.1 | . | 0
CCCCC/C=C\C/C=C\C/C=C\C/C=C\CCCC(=O)O | . | 0.4 | . | 5
O=C1c2ccccc2C(=O)C1(O)O | . | 0.7 | . | -185
O=c1ncc(F)c[nH]1 | . | 3.0 | . | -4
CC(=O)OC1=C(O)C(=O)c2ccccc2C1=O | . | 1.2 | . | -147
C=CCn1c(=N)c(C(=O)OCC)cc2c(=O)n3cccc(C)c3nc21 | . | -0.4 | . | 1
CN1C(=O)NC(c2ccccc2)C2=C1CN(Cc1ccccc1)C2=O (configuration not stated) | . | -0.5 | . | -8
CCOC(=O)OC(C)OC1=C(C(=O)Nc2ccccn2)N(C)S(=O)(=O)c2ccccc21 (configuration not stated) | . | -3.6 | . | 3
C#CCOCCOCCOCCNc1nc(N2CCN(C(=O)CCCCCCCCCCNC(=O)[C@H](CO)n3cc(CCCSC)nn3)CC2)nc(N2CCN(C(=O)CCCCCCCCCCNC(=O)[C@H](CCCCN)n3cc(C[C@@H](C)CC)nn3)CC2)n1 | . | -3.1 | . | -22
Cn1c(=O)c2c(-c3ccccc3)n3c4ccccc4ncc3c2n(C)c1=O | . | 0.7 | . | 0
CC(C)[C@@]1(c2ccccc2)ON(c2ccccc2C(F)(F)F)C1=O | . | 4.8 | . | -9
CC[C@@H]1C=CC=CC[C@H](C)[C@@H](O)[C@@H](C)C(=O)[C@H](C)[C@@H](O)[C@H](C)C(=O)[C@H](C)[C@@H](O)[C@H](C)C=CC(=O)O[C@H]2[C@@H](C)[C@@H](CC1)O[C@@]1(CC[C@@H](C)[C@@H](C[C@H](C)O)O1)[C@@H]2C | . | 1.8 | . | -1
COC(=O)CCC(=O)OC1(C)C(=O)C=C2C=C(C3CC3)OC=C2C1=O (configuration not stated) | . | 0.6 | . | 0
O=C(NCc1ccccc1Br)c1cccc2c1C(=O)c1ccc(N3CCOCC3)cc1S2(=O)=O | . | 0.0 | . | -23
CNC(C)C#Cc1ccc2sc3cc(OC)c(OC)cc3c(=O)c2c1 (configuration not stated) | . | 2.0 | . | -10
CCOC(=O)c1cnn(-c2ncnc3c2cnn3Cc2ccccc2)c1N | . | 1.3 | . | -7
Cn1c2ccccc2c(=O)n2c(=O)c3ccccc3cc12 | 15 | 2.2 | . | -152

(more compounds)
SMILES | DUSP3 inh | UGM FP inh | MazEF act | Rv3671c inh
N#CC1=C(N)SC(N)=C(C#N)C1CCC1CCCCC1 | 6 | 1.8 | . | -15
CCCCC/C=C\C/C=C\C/C=C\C/C=C\CCCC(=O)Nc1ccc(O)cc1 | 26 | 1.6 | . | -1
COc1ccc(N/C(=C(/C(Cl)=C(Cl)Cl)[N+](=O)[O-])n2nnc3ccccc32)cc1 | 14 | -1.2 | . | -1
C[C@H]1CC[C@H]2C(=O)N3[C@H](c4cccc(N5CCCC5=O)c4)[C@@H](C)CC[C@H]3C(=O)N2[C@@H]1c1cccc(N2CCCC2=O)c1 | 5 | 3.2 | . | -3
CCCCC(=O)Nc1ccccc1C(C)C | 22 | -2.8 | . | 1
O=C(O)C1C2C=CC(C2)C1C(=O)NCc1ccccn1 (configuration not stated) | -2 | -1.6 | . | -6
CC(C)Cn1c(N)c(C(=O)CSc2nc3ccccc3c(=O)n2CCCN2CCOCC2)c(=O)n(C)c1=O | 18 | -1.1 | . | 0
Cc1ccc(Nc2nc(N3CCN(C)CC3)nc(N)c2[N+](=O)[O-])cc1C | 24 | 1.7 | . | -4
CC1=C(C#N)C(=O)N(C2CCS(=O)(=O)C2)C(=O)/C1=C\c1ccco1 (configuration not stated) | 12 | 3.2 | . | 12
CCOC(=O)c1c(C)[nH]c(C2=NNC(=Nc3cccc(Cl)c3)SC2)c1C | 5 | 1.4 | . | -1
COC/C=C/C1=CC2=CC(=O)C(C)(OC(=O)c3cnc4ccccc4n3)C(=O)C2=CN1c1ccc(CO)cc1 (configuration not stated) | 28 | 2.9 | . | -3
CN(C)c1ccc(/C=C/c2cc[n+]([O-])cc2)cc1 | 25 | -2.3 | . | 2
CC(=O)N1c2ccc3ccccc3c2C2C=CCC2C1c1ccc(Br)cc1 (configuration not stated) | -7 | -0.8 | . | -8
Cc1c(NC(=O)c2c(N)n(-c3ccccc3)c3nc4ccccc4nc23)c(=O)n(-c2ccccc2)n1C | 19 | -2.1 | . | 0
COc1ccc(S(=O)(=O)N2CCOCC2)cc1NC(=O)CSc1nnc2ccccn12 | 18 | 0.1 | . | 5
COc1ccc2c(c1)/C(=N/N1C(=O)c3ccccc3C1=O)C(=O)N2 | 4 | 4.3 | . | -12
Cc1ccc2c(c1)=C/C(=C\c1c(O)[nH]c(=S)[nH]c1=O)C(=O)N=2 | -35 | -2.4 | . | -11
CCc1nccn1C(=O)c1cnn2c(C(F)F)cc(-c3ccccc3)nc12 | 39 | -0.3 | . | 4
Cc1onc(-c2c(Cl)cccc2Cl)c1C(=O)n1nnc2ccccc21 | 17 | -0.8 | . | 6
CCN1C(=O)OC2(CCCCC2)C1(C)O (configuration not stated) | 6 | 1.1 | . | 3
CC(CCc1ccccc1)NC(=O)CCCCCNc1nc(=S)[nH]c2ccccc12 (configuration not stated) | 38 | -0.5 | . | -4
O=C1c2ccccc2C(=O)N1c1cccc(-c2csc(Nc3ccc4c(c3)OCO4)n2)c1 | 13 | -0.3 | . | 23
CC(=O)C1=C(C)NC(SCC(=O)c2ccc(C)cc2)=C(C#N)C1c1ccco1 (configuration not stated) | -6 | 0.3 | . | -7
COc1cccc(C=Nc2cccnc2)c1O | 21 | 1.9 | . | -4
C/C=C\C=C/C(=O)Nc1cccc(C2=NOC3(C2)C[C@@H](C(N)=O)N(C(=O)c2ccccc2)C3)c1 (some centres not stated) | 34 | -1.6 | . | -11
COc1cc(OC)c(C2N(C)c3ccccc3N2C)cc1OC | -1 | -1.1 | . | 13
CCc1nc2c(c(=O)c3ccccc3n2C)c(=O)n1CCc1ccc(OC)cc1 | 27 | -0.2 | . | 6
CCn1c(COc2ccccc2C)nnc1SCc1nc2ccccc2c(=O)[nH]1 | 29 | 3.3 | . | 0
CC12OC1C1(O)CCCC1=CC2=O (configuration not stated) | 17 | -1.1 | . | 1
C/C(=C\c1ccco1)C1Nc2cccc3cccc(c23)N1 | 21 | 0.2 | . | -11
CCn1c2ccccc2n2c(=O)c(=O)n(CC(=O)N3CCN(c4ccccc4OC)CC3)nc12 | 26 | 3.4 | . | -2
Cc1ccc(C)n1-c1ccc(C(=O)O)cc1 | 22 | 2.0 | . | -9
Nc1ncnc2c1ncn2[C@@H]1O[C@H](CO)C[C@@H]1O | 16 | 1.5 | . | -2
CCn1cc(C(=O)O)c(=O)c2cc(F)c(N3CCN(S(=O)(=O)c4ccc(Br)cc4)CC3)cc21 | 3 | -1.8 | . | -6
Fc1ccccc1Cn1cnc(NC(=S)NCCc2ccccc2)n1 | -25 | 2.2 | . | 0
CC(C)CNC(=O)CC(NCC(C)C)C(=O)O (configuration not stated) | 2 | -0.4 | . | 4
Cn1nc(CC(=O)Nc2cccnc2N2CCOCC2)c2ccccc2c1=O | -4 | 0.4 | . | -10
CCc1ccc(-c2cc(-c3n[nH]c(=S)n3CC)c3ccccc3n2)cc1 | -5 | 3.7 | . | -11
CCOc1ccc(NC(=S)N(CC)Cc2ccccc2)cc1 | 16 | -3.0 | . | 3
CCOc1ccc2cc(C#N)c(SCC(=O)NC(C)CC)nc2c1 (configuration not stated) | -2 | -0.4 | . | 6

Exported with values under each structure: five of the compounds above.
Below each SMILES: DUSP3 inh | UGM FP inh | MazEF act | Rv3671c inh
CCn1cc(C(=O)O)c(=O)c2cc(F)c(N3CCN(S(=O)(=O)c4ccc(Br)cc4)CC3)cc21
 : 3 | -1.8 | . | -6
CCOc1ccc2cc(C#N)c(SCC(=O)NC(C)CC)nc2c1 (configuration not stated)
 : -2 | -0.4 | . | 6
CCn1c2ccccc2n2c(=O)c(=O)n(CC(=O)N3CCN(c4ccccc4OC)CC3)nc12
 : 26 | 3.4 | . | -2
Cn1nc(CC(=O)Nc2cccnc2N2CCOCC2)c2ccccc2c1=O
 : -4 | 0.4 | . | -10
CCc1nc2c(c(=O)c3ccccc3n2C)c(=O)n1CCc1ccc(OC)cc1
 : 27 | -0.2 | . | 6

Additional results
SMILES | DUSP3 inh | UGM FP inh | MazEF act | Rv3671c inh
O=C1C=CC(=O)N1c1ccc(I)cc1Cl | 7 | 1.8 | . | 1
CCOc1ccc2nc(C)cc(Nc3ccc(N4CCOCC4)cc3)c2c1 | 37 | 0.0 | . | -8
CC1C2(C)OCC(C#N)(C(=N)O2)C1(C#N)C#N (configuration not stated) | -5 | 1.9 | . | 7
COc1ccc(CC(=O)Nc2cccc(C(=O)Nc3cccc(C)c3)c2)cc1 | 11 | 2.5 | . | -12
CCCCn1nnc(NC(=O)c2ccc(-c3cccc([N+](=O)[O-])c3)o2)n1 | 17 | 1.1 | . | 4
O=C(COc1ccccc1)Nc1ccc(Cl)cc1Cl | 26 | -1.2 | . | -1
NC(=O)C1CCN(C(=O)c2ccc3c(=O)n(Cc4ccco4)c(SCC(=O)c4ccc(F)cc4)nc3c2)CC1 | 16 | -2.6 | . | 6
CCN(C(=O)COC(=O)c1cc(-c2ccc3cc(OC)ccc3c2)nc2ccccc12)C1CCS(=O)(=O)C1 (configuration not stated) | -10 | -1.4 | . | -13
Cn1c(=O)c(C(=O)COC(=O)c2cc(-c3ccco3)nc3ccccc23)c(N)n(Cc2ccccc2)c1=O | -15 | 2.0 | . | -49
O=C1CC(c2ccc(Br)cc2)NC(c2ccc(Br)cc2)C1c1ccccc1 (configuration not stated) | -7 | -2.9 | . | -10

A portion of the library. The share of hits here may be higher or lower than overall.
